Bioassay records from PubChem BioAssay.
GPR55 antagonists – GPR55 antagonists blocking LPI-driven arrestin recruitment, primary screen, imaging, U2OS, beta-arrestin-GFP, LPI agonist (AID 2013); U2OS GPR55 beta-arrestin-GFP translocation imaging, LPI antagonism; higher % means a stronger effect; one-dose inhibition, % at 10 µM; IC50 in µM for titrated hits; 290,000 compounds, 0.13% hits;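 active = spots per cell inhibited over 60%, with over 100 cells counted and total cytoplasm intensity under 500,000; inconclusive = wells with under 100 cells, flagged as likely toxic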;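 also: U2OS cells stably carrying GPR55 and arrestin-GFP stimulated by 5 µM LPI near EC80; imaged beta-arrestin-GFP aggregate spots per cell after agonist stimulation; plate controls were LPI-stimulated DMSO wells for no effect and DMSO wells without LPI for full effect; some results filed as inactive read as strong as hits; confirmed hits need IC50 under 10 µM and bright autofluorescent wells are also inconclusive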
T cell HTS – modulates CD8 T cell binding to vesicles. calls only at 7 µM. 330,000 compounds, 0.068% hits. 2C CD8+ T cell-vesicle binding, flow cytometry; hits give low values;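 active = response, share of CD8 T cells binding vesicles, and their 90th percentile fluorescence all below set limits, cut at about 80% in these data, passing the limit was not always enough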
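incubation = binding step 1.5 h, 37 °C, antibody labelling 20 min, ice | test system = 2C mouse CD8+ T cells | read-out basis = percent CD8+ FL2 mean versus row control | controls = Peptide-free naked vesicles (low) and QL9 vesicles with 0.7% DMSO vehicle (high) | detection = flow cytometry of vesicle-bound cells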
NTR1 ag – NTR1-driven beta-arrestin-GFP spot formation – imaging, U2OS cells, high content, primary screen (AID 493036); P30989; agonist mode; activation, % at 20 µM; 330,000 compounds, 0.17% hits;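 active = activation at or above 40% of the spot to cytoplasm intensity ratio, with at least 20 cells analyzed; inconclusive = wells under 20 cells, flagged as cytotoxic or low count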;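 also: 0% = DMSO without peptide and 100% = 100 nM NTR1 peptide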
Target sequence (P30989 whole entry, looked up): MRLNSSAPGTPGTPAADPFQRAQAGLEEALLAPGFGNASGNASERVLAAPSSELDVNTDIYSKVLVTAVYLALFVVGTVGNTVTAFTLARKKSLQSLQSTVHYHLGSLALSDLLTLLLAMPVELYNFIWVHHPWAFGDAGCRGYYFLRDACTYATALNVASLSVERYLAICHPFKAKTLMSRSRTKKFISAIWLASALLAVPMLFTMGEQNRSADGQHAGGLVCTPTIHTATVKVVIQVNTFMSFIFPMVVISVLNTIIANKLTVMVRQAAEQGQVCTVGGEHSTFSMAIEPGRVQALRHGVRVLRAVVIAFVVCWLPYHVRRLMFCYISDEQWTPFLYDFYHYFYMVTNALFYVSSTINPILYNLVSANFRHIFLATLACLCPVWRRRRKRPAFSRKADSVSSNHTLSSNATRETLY
MgcRacGAP inhibition – MgcRacGAP GTPase-activating activity inhibitors, confirmation, biochemical, ADP Hunter fluorescence. MgcRacGAP-stimulated Rac1 GTP hydrolysis, ADP Hunter fluorescence; higher % means a stronger effect; GST-tagged Rac1 F28L mutant substrate. inhibition, % at 30 µM, or IC50 in µM where a hit was titrated. 340,000 compounds, 0.6% hits. AID 624330;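 active = first-screen hits whose inhibition reached a set limit at any dose in the follow-up dose series; inconclusive = inhibition above the set first-screen limit but never retested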;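 also: fluorescence reports GDP produced by GAP-driven GTP hydrolysis; strong numbers were not always called active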
SV40 large T antigen – TAg ATPase/helicase activity blockers – biochemical (AID 1903); 310,000 compounds, 0.39% hits; inhibition, % at 20 µM, or IC50 in µM where a hit was titrated; SV40 large T antigen ATPase/helicase inhibition assay; higher % means a stronger effect; in the data active = a potency from the dose series; inconclusive = inhibition mostly from about 32% at the one dose, without a potency; inactive = the rest, 99 in 100 with inhibition below about 32%; also: strong numbers were not always called active
GPR35 antagonists – inhibition of zaprinast-stimulated GPR35 beta-arrestin translocation – imaging, U2OS, beta-arrestin-GFP, zaprinast agonist, primary screen (AID 2058); U2OS GPR35 beta-arrestin-GFP translocation imaging, zaprinast antagonism; higher % means a stronger effect; one-dose inhibition, % at 10 µM; IC50 in µM for titrated hits; 290,000 compounds, 0.052% hits;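 active = inhibition of at least 50% with at least 30 cells and total cytoplasm GFP at most 10,000,000; inconclusive = under 30 cells or total GFP of 10,000,000 plus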
LYP inhibition – inhibitors of LYP phosphatase, biochemical, fluorescence intensity, uHTS (AID 1779); recombinant LYP phosphatase, fluorescence intensity; higher % means a stronger effect; inhibition, % at 11.5 µM, or IC50 in µM where a hit was titrated; 290,000 compounds, 0.054% hits; in the data active = inhibition above about 50%;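 also: plate controls were vehicle with enzyme for no effect and no enzyme for full effect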
Hep lipid drop – hepatic lipid droplet formation modulation; AML12 mouse hepatocytes, oleate lipid droplets, BODIPY imaging; inhibition, % at 6.5 µM; 240,000 compounds, 0.4% hits; AID 1656;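 active = lipid droplet intensity inhibited by at least 50%, with more than 500 cells counted; inconclusive = wells with under 300 cells, treated as cytotoxic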
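Assay system: AML12 mouse liver cells | Compound dosing: One dose, 6.5 µM compound | Read-out basis: Droplet intensity reduction, % inhibition | Measured by: Fluorescence imaging, 20x objective, two fields per well | Schedule: Overnight treatment with compound plus oleate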
GPR55 beta-arrestin – GPR55 agonists via beta-arrestin recruitment, primary screen, imaging, U2OS cells, beta-arrestin-GFP redistribution (AID 1961). U2OS GPR55 beta-arrestin-GFP redistribution imaging; higher % means a stronger effect. activation, % at 10 µM; hits with a dose series show EC50 in µM. 290,000 compounds, 0.048% hits;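 active = activation above 40% with more than 50 cells counted in the well; inconclusive = wells holding fewer than 50 cells, flagged as toxic or sparse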;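 also: U2OS osteosarcoma cells stably expressing GPR55 and beta-arrestin-GFP; plate controls were DMSO negative control for no effect and LPI positive control for full effect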
Hep lipid drop cells 6.5 µM – recorded beside Hep lipid drop, whose call it bears; cell count; measured here: cell count, cytotoxicity flag;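 cells counted across two imaged fields per well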
T cell HTS vesicle-bound % – further read-out of T cell HTS, marked with its call; double positive events, %; measured here: CD8+ vesicle-bound cell fraction;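 binding gate set so that unloaded-vesicle control wells show 10% double positive cells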
NTR1 ag cell count 20 µM – further read-out of NTR1 ag, marked with its call; cell count; measured here: cell count, cytotoxicity flag
Starred values were filed as active, the others as inactive; i = inactive; ? = inconclusive; / = no result given; & = joins results of further samples.

Each structure is followed by: SV40 large T antigen	LYP inhibition	GPR55 antagonists	MgcRacGAP inhibition	T cell HTS	NTR1 ag	Hep lipid drop	GPR35 antagonists	GPR55 beta-arrestin	T cell HTS vesicle-bound %	NTR1 ag cell count 20 µM	Hep lipid drop cells 6.5 µM
- COc1ccc(NC(=O)C2CCN(S(=O)(=O)c3ccc(OC)c(OC)c3)CC2)cc1
  6%	-5%	2%	-3%	i	-0.4	9	8%	-0.1%	31	40	735
- Cc1cc(NCCCN2CCOCC2)n2ncc(-c3ccccc3)c2n1
  5%	-8%	-4%	13%	i	-0.2	/	12%	-0.4%	44	43	/
- COCCNC(=S)N/N=C(\C)c1ccc(OC(F)F)cc1
  21%	3%	2%	-4%	i	2.6	-15	-10%	0.0%	47	68	692
- NC(=O)c1cc2c3ccccc3ccn2c1-c1ccccc1
  11%	-3%	-33%	8%	i	/	-16	6%	0.0%	51	/	451
- CC(C)Oc1nc(-c2ccccc2Cl)nc2ccccc12
  4%	-4%	1%	6%	i	11	26	-10%	-0.3%	29	52	740
- Cc1cc(C)nc(NCCC(=O)O)n1
  -2%	-10%	15%	3%	i	1.2	-4	-6%	0.1%	60	40	701
- Cc1ccc(-c2cc(C(=O)N/N=C/c3ccoc3)c3ccccc3n2)cc1
  26%	-4%	-9%	-2%	i	4.2	-7	-1%	0.2%	12	51	724
- C=CCOC(=O)C1=C(C)NC(=O)NC1C1CC=CCC1 (stereo not given)
  11%	-1%	-2%	9%	i	0.1	/	4%	-0.3%	47	47	/
- CC1(COS(N)(=O)=O)CCCCC1
  13%	-13%	9%	9%	i	9.7	0	8%	-0.1%	40	92	757
- Cc1cc(C)n(C(=O)CCNC(=O)c2ccccc2Cl)n1
  3%	-7%	3%	12%	i	-0.6	-7	0%	0.0%	15	33	771
- C/C(=N\NC(=O)COc1c(C)cccc1C)c1cccs1
  1%	-5%	8%	3%	i	1.6	-36	-3%	-0.1%	23	29	728
- CCOC(=O)c1sc2nc(C)nc(SCC(=O)N(C)C3CCS(=O)(=O)C3)c2c1C (stereo not given)
  0%	-4%	-12%	11%	i	0.1	3	5%	-0.3%	55	98	718
- COc1ccc(-c2csc(N3CCN(C(=O)c4ccco4)CC3)n2)cc1
  6%	1%	12%	15%	i	-4.4	/	0%	0.3%	28	54	/
- CCN(CC(=O)NCc1ccc2c(c1)OCO2)S(=O)(=O)c1ccc(F)cc1
  2%	-11%	-20%	2%	i	0.3	10	10%	-0.2%	15	41	822
- CC(C)N1CCC(N2CCN(Cc3cnc(-c4ccccc4)s3)CC2CCO)CC1 (stereo not given)
  4%	-6%	3%	7%	i	0.1	-2	8%	2.5%	52	90	598
- Cc1ccc(S(=O)(=O)NC(=O)c2cccc(Br)c2)cc1
  4%	-9%	14%	9%	i	-0.1	-5	3%	0.0%	13	67	839
- Cc1cc(NC(=O)C2CC(=O)N(c3ccc(F)cc3)C2)no1 (stereo not given)
  3%	-6%	-3%	4%	i	0.9	-8	9%	-0.2%	45	44	815
- Cc1ccc(CN2CC(C(=O)Nc3ccc(C)cn3)CC2=O)cc1 (stereo not given)
  14%	/	/	-5%	i	-0.7	/	/	/	8	55	/
- O=C(c1cnn2c1NC(c1ccc(Br)cc1)CC2C(F)(F)F)N1CCN2CCCC2C1 (stereo not given)
  8%	-7%	5%	0%	i	0.2	/	7%	0.1%	38	42	/
- COc1ccc(N2CC(C(=O)Nc3c(C(N)=O)oc4ccccc34)CC2=O)cc1 (stereo not given)
  11%	/	/	10%	i	-1.6	/	/	/	13	60	/
- CCCCCCCCCCOC(=O)Cn1c(COc2ccc(OC)cc2)[n+](C)c2ccccc21
  3%&8%	-17%&-11%	11%&81%	14%&17%	i	50*	-100&-161	-5%&9%	3.9%&20%	9&54	68*	665&603
- CCOC(=O)N1CCN(C(=O)c2cccc(NC(=O)c3ccco3)c2)CC1
  2%	-2%	-6%	9%	i	-1.3	-4	10%	-0.1%	50	75	785
- Cc1ccc(NC(=O)CN(C)C(=O)CSc2nc(C)cs2)cc1
  -2%	-6%	4%	-4%	i	-1.8	6	11%	-0.4%	44	41	708
- CCOC(=O)c1c(C)[nH]c(C)c1C(=O)CSc1nc2ccccc2c(=O)n1-c1ccccc1C
  -6%	2%	2%	6%	i	3.5	-21	-13%	-0.2%	45	39	646
- O=S(=O)(Nc1ccc(-c2ccc(N3CCOCC3)nn2)cc1)c1cc(Cl)ccc1Cl
  16%	/	/	-2%	i	2.5	/	/	/	40	44	/
- Cc1ccc(-c2cc(C(=O)NC3CCN(Cc4ccccc4)CC3)c3ccccc3n2)cc1
  9%	/	/	6%	i	11	/	/	/	49	60	/
- S=c1nc(-c2ccc(Cl)cc2)[nH][nH]1
  ?	-5%	7%	15%	i	-0.3	0	-9%	-0.1%	3	59	688
- Cc1ccc2cc(NC(=O)c3ccccc3)ccc2n1
  11%	-5%	-1%	13%	i	-0.7	/	-13%	-0.1%	25	79	/
- Cn1c(=O)n(Cc2ccc(F)cc2)c(=O)c2c1nc1n2CCCN1Cc1ccccc1
  8%	9%	-2%	9%	i	4.0	-23	12%	0.3%	44	57	714
- COc1ccc(NC(=O)c2cc(-c3cc(C)ccc3O)n[nH]2)cc1Cl
  1%	-4%	8%	4%	i	0.4	/	-7%	0.0%	18	54	/
- COC(=O)C1CCCN1S(=O)(=O)c1ccccc1NC(=O)c1cc(OC)c(OC)c(OC)c1 (stereo not given)
  3%	1%	2%	7%	i	-1.4	-15	2%	0.0%	39	52	830
- CC(=O)NC1C(OCc2ccccc2)OC(CO)C(OC(C)=O)C1OC(C)=O (stereo not given)
  0%	0%	8%	5%	i	0.4	26	-16%	-0.1%	45	40	631
- CCOc1ccc(OCCC(=O)OCC(=O)Nc2ccc(N3CCOCC3)cc2)cc1
  -8%	-11%	6%	-5%	i	0.7	10	-10%	-0.1%	46	45	639
- COc1ccc(C(=O)C2CN(c3ccccc3)CC2c2ccc(Cl)cc2)cc1 (stereo not given)
  14%	4%	12%	7%	i	0.4	/	-2%	-0.1%	38	55	/
- CN(C(=O)CN1C(=O)S/C(=C\c2ccc(F)cc2)C1=O)C1CCS(=O)(=O)C1 (stereo not given)
  7%	-3%	-1%	6%	i	1.6	-4	-4%	-0.1%	31	51	748
- C/C=C(/C)C(=O)Nc1cccc(C2=NOC3(C2)C[C@@H](C(N)=O)N(C(=O)CCCCC)C3)c1 (stereo not given in full)
  18%	-7%	4%	0%	i	9.7	/	-5%	-0.2%	23	88	/
- CCc1ccc2c(c1)C(NC(C)=O)C(=O)N2CCN1CCOCC1 (stereo not given)
  2%	-7%	9%	19%	i	0.9	5	-4%	-0.2%	11	89	848
- Cc1cccc(OCC(=O)OC(C)C(=O)Nc2ccc(S(=O)(=O)N3CCCCC3)cc2)c1 (stereo not given)
  13%	/	/	3%	i	1.4	/	/	/	7	56	/
- COc1ccc2oc(C(=O)OCC(=O)N(C)c3c(N)n(Cc4ccccc4)c(=O)[nH]c3=O)c(C)c2c1
  14%	/	/	11%	i	0.2	/	/	/	12	68	/
- COc1ccccc1N(CC(=O)NC1CCCC1)C(=O)CCC(=O)Nc1cc(C)on1
  0%	-4%	13%	-1%	i	2.9	1	-9%	-0.2%	7	78	705
- COc1ccccc1/C=N/NC(=O)CCSc1ccccc1
  6%	-4%	8%	10%	i	-0.9	0	-9%	0.2%	37	89	607
- O=C1CC(c2ccccc2)CC(O)=C1C=Nc1ccccc1Cl (stereo not given)
  10%	-6%	21%	8%	i	3.4	16	5%	0.0%	49	59	662
- Cc1cc(C(=O)NCc2cccs2)c(C)o1
  31%	-7%	6%	21%	i	-1.3	-27	-8%	-0.1%	46	60	671
- COc1ccc(N2CCN(C(=O)COc3ccc4c(C)cc(=O)oc4c3)CC2)cc1
  19%	-3%	-4%	12%	i	0.1	-2	4%	0.2%	42	67	708
- CCOc1ccccc1CNC(=O)C1CCC(=O)N1C(C)C (stereo not given)
  36%	-9%	18%	5%	i	6.1	/	22%	-0.1%	58	57	/
- Cn1nc(C(F)(F)F)c(-c2ccccc2)c1NC(=O)c1nccnc1C(=O)O
  16%	-9%	1%	-12%	i	0.0	2	-3%	-0.2%	32	42	685

Part of the list above in order of molecular weight, largest number first.
Each structure is followed by: SV40 large T antigen	LYP inhibition	GPR55 antagonists	MgcRacGAP inhibition	T cell HTS	NTR1 ag	Hep lipid drop	GPR35 antagonists	GPR55 beta-arrestin	T cell HTS vesicle-bound %	NTR1 ag cell count 20 µM	Hep lipid drop cells 6.5 µM
- Cc1cccc(OCC(=O)OC(C)C(=O)Nc2ccc(S(=O)(=O)N3CCCCC3)cc2)c1 (stereo not given)
  13%	/	/	3%	i	1.4	/	/	/	7	56	/
- CC(=O)NC1C(OCc2ccccc2)OC(CO)C(OC(C)=O)C1OC(C)=O (stereo not given)
  0%	0%	8%	5%	i	0.4	26	-16%	-0.1%	45	40	631
- O=C1CC(c2ccccc2)CC(O)=C1C=Nc1ccccc1Cl (stereo not given)
  10%	-6%	21%	8%	i	3.4	16	5%	0.0%	49	59	662
